High-throughput results from PubChem BioAssay.
AmpC det inh – Promiscuous and Specific Inhibitors of AmpC Beta-Lactamase (assay with detergent); hit rate 0.09% among 71,000; P00811; purified AmpC, nitrocefin hydrolysis with detergent; Potency, µM (doses to about 28.7 µM), for the others: at the top dose activity change, negative = inhibition; active means well fitted curve in the direction sought with a large enough effect
Target sequence (P00811 whole entry, looked up): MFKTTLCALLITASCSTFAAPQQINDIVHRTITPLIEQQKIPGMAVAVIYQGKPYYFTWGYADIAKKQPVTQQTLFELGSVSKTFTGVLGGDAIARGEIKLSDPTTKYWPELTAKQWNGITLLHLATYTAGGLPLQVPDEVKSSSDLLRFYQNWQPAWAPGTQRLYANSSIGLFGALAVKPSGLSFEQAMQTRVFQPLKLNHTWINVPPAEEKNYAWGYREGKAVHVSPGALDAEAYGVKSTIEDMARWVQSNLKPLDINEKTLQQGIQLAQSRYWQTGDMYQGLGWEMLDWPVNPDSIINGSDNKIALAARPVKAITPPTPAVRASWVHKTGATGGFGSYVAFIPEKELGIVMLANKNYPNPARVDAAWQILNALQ
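E. coli AmpC (5.3 nM) in 20 mM phosphate pH 7.0 with 0.01% Triton X-100, preincubated 15 min RT with compound; nitrocefin (2 uL of 800 uM stock) hydrolysis followed by 480 nm absorbance every 20 s over 4 min.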
* marks the source's active call; other numbers are inactive results; [ ] = dose if it differs, or a comment. On the % scale 0 is the no-effect control and ±100 the full control effect; potency means the concentration at half of the fitted maximal effect. Only part of the results is shown (hit frequency here may not be typical).

For O=C1NC2CCCCC2NC1CC(=O)N1CCN(c2ccccc2)CC1 (configuration not stated) the results were AmpC det inh -3.8%.
`NC(=O)c1cn(-c2ccccc2)nc1-c1cccnc1` gave AmpC det inh -2.4%.
O=[N+]([O-])c1ccccc1Nc1ccccc1 was read as AmpC det inh 9.8%.
Screening O/N=C(\Cc1cscn1)c1ccc(O)cc1O returned AmpC det inh -5.7%.
For COc1ccc(CCNC(=O)CN(c2ccccc2OC)S(C)(=O)=O)cc1OC the results were AmpC det inh -0.5%.
CCn1c(=O)c2cc(C(=O)NCc3cccs3)sc2c2ccccc21 was read as AmpC det inh 14.7%.
For Cc1csc(NC(=O)C2CCCCC2C(=O)O)n1 (configuration not stated) the results were AmpC det inh 5.8%.
O=C(Cn1cnc2ccccc2c1=O)Nc1ccc2c(c1)CCC2 was read as AmpC det inh -2.9%.
COC(=O)c1c(NC(=O)CSc2nnc(-c3cccnc3)n2Cc2ccco2)sc(C)c1C was read as AmpC det inh -3.3%.
O=C1CN(C(=O)c2ccccc2F)c2ccccc2N1 was read as AmpC det inh -1.5%.
`O=C(CCS(=O)(=O)c1cccc2nonc12)NCCc1ccccc1` gave AmpC det inh 5.9%.
O=C(Nc1sc2c(c1C(=O)NC1CCCCC1)CCC2)c1ccco1 was read as AmpC det inh -2.8%.
For Cc1cc2cc(CN(Cc3ccc4c(c3)OCO4)C(=O)c3cnccn3)c3nnnn3c2cc1C the results were AmpC det inh 11.8%.
Screening O=C(c1cc2c(s1)-c1ccccc1OC2)N1CCN(c2ccccn2)CC1 returned AmpC det inh 9.4%.
Screening CCCn1[nH]cc(SC)c(=O)c1=O returned AmpC det inh 1.2%.
CCc1ccc(S(=O)(=O)c2n[nH]n3c2nc(=O)c2ccccc23)cc1 was read as AmpC det inh -1.3%.
CCOC(=O)c1ccccc1NS(=O)(=O)c1ccc(S(=O)(=O)N2CCCC2)cc1 was read as AmpC det inh -3.9%.
N#Cc1nc(-c2ccco2)oc1N1CCCC1 was read as AmpC det inh -1.6%.
`COc1cc(S(=O)(=O)NCC2CCCO2)c(OC)cc1Cl` (configuration not stated) gave AmpC det inh -1.6%.
O=C(NCCN1CCOCC1)c1cccs1 was read as AmpC det inh -4.6%.
Cc1cccc2cc(CN(Cc3nnnn3C3CCCC3)C3CCCCC3)c(=O)[nH]c12 was read as AmpC det inh -1.8%.
`COC(=O)c1[nH]c(C)c(/C(O)=C2\C(=O)C(=O)N(CCN(C)C)C2c2ccc(OC)cc2)c1C` (configuration not stated) gave AmpC det inh -1.5%.
`CC(=O)NCCc1cc2cc(C)c(C)cc2[nH]c1=O` gave AmpC det inh -1.6%.
Screening CCOC(=O)c1sc(NC(=O)CSc2ncn[nH]2)c(C#N)c1C returned AmpC det inh -5.4%.
`CCCn1cc(S(=O)(=O)CC(=O)Nc2ccc(OCC)cc2)c2ccccc21` gave AmpC det inh -4.3%.
For CNC(=O)c1nnc(Cc2ccc(F)cc2)o1 the results were AmpC det inh 9.0%.
`CCOC(=O)N1CCC(N2C(=O)c3ccccc3C2Nc2ccc3c(C)cc(=O)oc3c2)CC1` (configuration not stated) gave AmpC det inh 9.2%.
For CN(C)CCCO[C@H]1[C@H]([C@H](O)CO)O[C@H]2OC(C)(C)O[C@@H]21 the results were AmpC det inh -0.7%.
`CCOc1ccc2nc(COC(=O)c3ccco3)c(C(C)=O)[n+]([O-])c2c1` gave AmpC det inh -2.7%.
O=[N+]([O-])c1cccc(CCl)c1 was read as AmpC det inh 9.0%.
`C[C@H](NC(=O)[C@@H]1C[C@H]1[C@@H](NC(=O)OCc1ccccc1)c1ccccc1)c1ccccc1` gave AmpC det inh 11.5%.
Screening O=C(CSc1nnc(-c2ccccc2Br)o1)N1CCN(C(=O)c2ccco2)CC1 returned AmpC det inh -2.4%.
Cc1nc(SCn2nnc3ccccc3c2=O)c2c(C)c(C)sc2n1 was read as AmpC det inh 0.2%.
Screening O=C(c1ccccc1)[C@@H]1O[C@H]1c1ccc(-c2ccccc2)cc1 returned AmpC det inh -3.6%.
`CC1(C)c2ccccc2N2CC(=O)NC21/C=C/c1ccco1` (configuration not stated) gave AmpC det inh -0.9%.
CCCCC(NC(C)=O)c1nc2ccccc2n1CCCC (configuration not stated) was read as AmpC det inh -2.0%.

Filtered by structure, those above containing a thiophene ring, fused or not.
CCn1c(=O)c2cc(C(=O)NCc3cccs3)sc2c2ccccc21 was read as AmpC det inh 14.7%.
COC(=O)c1c(NC(=O)CSc2nnc(-c3cccnc3)n2Cc2ccco2)sc(C)c1C was read as AmpC det inh -3.3%.
O=C(Nc1sc2c(c1C(=O)NC1CCCCC1)CCC2)c1ccco1 was read as AmpC det inh -2.8%.
Screening O=C(c1cc2c(s1)-c1ccccc1OC2)N1CCN(c2ccccn2)CC1 returned AmpC det inh 9.4%.
O=C(NCCN1CCOCC1)c1cccs1 was read as AmpC det inh -4.6%.
Screening CCOC(=O)c1sc(NC(=O)CSc2ncn[nH]2)c(C#N)c1C returned AmpC det inh -5.4%.
Cc1nc(SCn2nnc3ccccc3c2=O)c2c(C)c(C)sc2n1 was read as AmpC det inh 0.2%.

The list goes on.
`CC(=O)COc1ccc2c3c(c(=O)oc2c1C)CCCCC3` gave AmpC det inh -4.6%.
`COc1cc(-c2n[nH]c(=O)o2)cc(OC)c1OC` gave AmpC det inh -1.1%.
For COc1ncc2ncc(=O)n(CCc3ccccc3)c2n1 the results were AmpC det inh -0.8%.
Screening CCN1CCCC1CNC(=O)CSc1cc(=O)n(CC)c2ccccc12 (configuration not stated) returned AmpC det inh -1.9%.
`Cn1nc(-c2ccc(Cl)cc2)c2cc(C(=O)N3CCN(c4ccccn4)CC3)sc21` gave AmpC det inh 7.3%.
CCOC(=O)c1oc2cc(O)ccc2c(=O)c1-c1ccccc1OC was read as AmpC det inh 7.1%.
`Cc1cc(C)n2c(=S)[nH]nc2n1` gave AmpC det inh 3.8%.
CCOc1cc(NS(=O)(=O)CC)c(OCC)cc1NC(=O)c1ccco1 was read as AmpC det inh -2.9%.
`OC(COc1ccc2ccccc2c1)Cn1ccnc1` (configuration not stated) gave AmpC det inh 1.9%.
For CC(=O)OC1C(OC(C)=O)N(C(C)=O)C(=O)N1C(C)=O (configuration not stated) the results were AmpC det inh -2.7%.
`O=C(Nc1ccc(Cl)cc1C(=O)Nc1ccncc1)c1ccco1` gave AmpC det inh -1.3%.
For COc1ccc(CCNS(=O)(=O)c2ccc(F)cc2)cc1OC the results were AmpC det inh -2.8%.
Screening COc1ccc(NC(=O)C2CCCN(S(=O)(=O)c3cccnc3)C2)cc1 (configuration not stated) returned AmpC det inh -1.9%.
`CC1CC(C)CN(Cc2nc(N)nc(Nc3ccc4ccccc4c3)n2)C1` (configuration not stated) gave AmpC det inh -2.5%.
CCOC(=O)CCCn1nc(C)n2c(cc3sccc32)c1=O was read as AmpC det inh 0.7%.
`O=C1CCCc2c1cc(C(=O)Nc1ccc(Br)cn1)c(=O)n2-c1ccccc1` gave AmpC det inh 8.9%.
Screening COc1cc(NCCCC(C)N)c2ncccc2c1 (configuration not stated) returned AmpC det inh -2.5%.
`O=C(O)COc1c(F)c(F)c(C(F)(F)F)c(F)c1F` gave AmpC det inh -1.2%.
For CCCCOC(=O)Nc1ccccc1C(=O)N1CCCC1 the results were AmpC det inh -1.5%.
`COC(=O)C1C(=O)c2c([nH]c(C(=O)OC3CCCCC3)c2C)CC1C` (configuration not stated) gave AmpC det inh 5.3%.
`C=C(C)[C@H]1CC[C@]2(CO)CC[C@]3(C)[C@@H](CC[C@H]4[C@@]5(C)CC[C@@H](O)C(C)(C)[C@@H]5CC[C@@]43C)[C@H]12` gave AmpC det inh 0.1%[12.8 µM].
For Cn1c(SCC2CCCO2)nnc1-c1ccncc1 (configuration not stated) the results were AmpC det inh 4.4%.
Screening COc1ccc(-c2nnc(SCC(=O)NC(C)c3ccccc3)o2)cc1OC (configuration not stated) returned AmpC det inh 9.7%.
O=C(c1ccccc1C(=O)N1CCN(c2ccccc2)CC1)N1CCN(c2ccccc2)CC1 was read as AmpC det inh 1.0%.
CN(C)C[C@H]1CCC[C@@H](CN(C)C)C1=O was read as AmpC det inh -1.7%[5.75 µM].
For Cc1ccc(S(=O)(=O)c2cc3c(=O)n4ccccc4nc3n(Cc3ccco3)c2=N)cc1C the results were AmpC det inh 2.3%.
CC(=O)c1cccc(NS(=O)(=O)c2ccc3c(c2)oc(=O)n3C)c1 was read as AmpC det inh -4.4%.
COCCn1c(=O)c(-c2ccc(F)c(F)c2)nc2cncnc21 was read as AmpC det inh 1.0%.
`COc1ccc2[nH]c(C)c(CN3CCC(C)CC3)c(=O)c2c1` gave AmpC det inh -1.1%.
`CCc1nnc(NC(=O)CSc2nc3c(c(=O)n2CC)SC(C)C3)s1` (configuration not stated) gave AmpC det inh 8.0%.
CC(=O)CN1Cc2ccccc2/C1=N\C(=O)Nc1ccccc1 was read as AmpC det inh -3.3%.
For Cc1onc(-c2ccccc2Cl)c1C(=O)Nc1ccc(S(=O)(=O)N2CCCC2)cc1 the results were AmpC det inh 5.1%.
Screening CCCn1c(SCC(=O)Nc2c(C)cccc2CC)nnc1C(C)C returned AmpC det inh 10.7%.
For Cc1nonc1OCCNC(=O)C12CC3CC(CC(C3)C1)C2 the results were AmpC det inh -0.8%.
For O=C(Nc1ccccc1)Nc1cccc2cccnc12 the results were AmpC det inh -4.9%.
Screening COc1ccc2nc(NC(=O)CCc3nc(-c4ccccc4F)no3)sc2c1 returned AmpC det inh -1.4%.
Screening Cc1ccc(S(=O)(=O)Nc2ccc(-c3nnc(SCC#N)n3C)cc2)cc1 returned AmpC det inh 2.2%.
COc1ccc2cc(C(=O)Nc3c(C)n(C)n(-c4ccccc4)c3=O)sc(=O)c2c1OC was read as AmpC det inh 9.8%.
For COc1cccc2[nH]c3c(N4CCCCC4)ncnc3c12 the results were AmpC det inh 1.0%.
Screening Cc1csc(SCC(=O)Nc2nc(-c3ccccc3)cs2)n1 returned AmpC det inh -3.7%.
O=C(Cn1ccc2ccccc2c1=O)NCCC(=O)Nc1ccc2c(c1)OCCO2 was read as AmpC det inh 4.1%.
`CC(=O)Nc1cccc(NC(=O)CSc2nnnn2C)c1` gave AmpC det inh 0.0%.
O=C(Cc1ccccc1)NC1CCN(S(=O)(=O)c2cccc(F)c2)CC1 was read as AmpC det inh 9.9%.
For CN(C)C(=O)CCc1nc(-c2ccc(C(C)(C)C)cc2)no1 the results were AmpC det inh -5.2%.
For CCOc1ccc(-c2nc(-c3ccc(OC)cc3)no2)cc1OCC the results were AmpC det inh 13.8%.
For CCCCC[C@H](CC(=O)NO)C(=O)N[C@@H](C(=O)N1CCC[C@H]1CO)C(C)C the results were AmpC det inh 2.5%.
For O=C(O)C1CCCN1S(=O)(=O)c1ccc(Br)s1 (configuration not stated) (tested in a mixture with another compound) the results were AmpC det inh 0.0%.
CC(C)(C)C(=O)Nc1ccccc1C(=O)NCc1ccco1 was read as AmpC det inh -5.4%.

A draw from above in order of molecular weight, rising:
For COc1cccc2[nH]c3c(N4CCCCC4)ncnc3c12 the results were AmpC det inh 1.0%.
CC(C)(C)C(=O)Nc1ccccc1C(=O)NCc1ccco1 was read as AmpC det inh -5.4%.
O=C(Cc1ccccc1)NC1CCN(S(=O)(=O)c2cccc(F)c2)CC1 was read as AmpC det inh 9.9%.
Screening Cc1ccc(S(=O)(=O)Nc2ccc(-c3nnc(SCC#N)n3C)cc2)cc1 returned AmpC det inh 2.2%.
O=C(Cn1ccc2ccccc2c1=O)NCCC(=O)Nc1ccc2c(c1)OCCO2 was read as AmpC det inh 4.1%.

The results go on.
Screening CC(=O)N1CCN(c2ccc(NC(=O)c3ccccc3Br)cc2Cl)CC1 returned AmpC det inh -5.7%.
For CC(CN1CCCCC1)OC(=O)c1cc2ccccc2o1 (configuration not stated) the results were AmpC det inh 21.2%.
Screening CC(C)[C@]1(O)[C@@H](OC(=O)c2ccc[nH]2)[C@]2(O)[C@@]3(C)C[C@@]4(O)O[C@@]5([C@H](O)[C@@H](C)CC[C@]35O)[C@]2(O)[C@]41C returned AmpC det inh -3.3%[5.75 µM].
Screening CCOc1ccc(NC(=O)CN2CCN(CC(=O)c3ccc(OCC)cc3)CC2)cc1 returned AmpC det inh -5.1%.
`CCn1c(CSc2nc(C)cc(C)n2)nnc1SCC(=O)Nc1nc(-c2ccccc2)cs1` gave AmpC det inh -2.1%.
Screening Cn1c(=O)c2[nH]c([C@@H]3CC(=O)C[C@H](c4nc5c([nH]4)c(=O)n(C)c(=O)n5C)N3)nc2n(C)c1=O returned AmpC det inh -4.7%[5.75 µM].
For CCCCn1c(SCC(=O)NCc2ccco2)nc2ccc(N3CCOCC3)cc2c1=O the results were AmpC det inh -1.8%.
CCCc1c(OCCCOc2ccc(OCC(=O)O)cc2)ccc(C(C)=O)c1O was read as AmpC det inh -3.3%.
`Cn1c(=O)c(-c2ccc(F)c(F)c2)nc2cncnc21` gave AmpC det inh 0.2%.
COc1ccc(NC(=O)CN(C2CCCCC2)S(C)(=O)=O)cc1OC was read as AmpC det inh -5.5%.
COCCOC(=O)c1c(C)n(C)c2ccc(OC(=O)C3CC3)cc12 was read as AmpC det inh -8.6%.
CCCn1c(N)c(Sc2ccc(Cl)cc2)c(=O)n(CCC)c1=O was read as AmpC det inh -0.5%.
COCCNC(=O)c1ccc2c(c1)NC(=O)CS2 was read as AmpC det inh -0.3%.
Cc1oc(-c2ccccc2F)nc1CS(=O)(=O)CC(=O)NC1CCCC1 was read as AmpC det inh 3.6%.
Screening CCOC(=O)c1ccc(-c2ccc(C(=O)Nc3cccnc3)o2)cc1 returned AmpC det inh -4.5%.
Brc1ccc(-c2noc(CCc3ccccc3)n2)o1 was read as AmpC det inh 10.2%.
For CCCc1cc(=O)[nH]c(SCC(=O)N(C)CC(=O)Nc2ccc(C)cc2)n1 the results were AmpC det inh -4.5%.
COc1cccc(C2C(C#N)=C(N)Oc3cc(C)n(Cc4ccco4)c(=O)c32)c1 (configuration not stated) was read as AmpC det inh -3.6%.
`Cn1c(SCC(=O)Nc2ccc3cn[nH]c3c2)nnc1-c1cccs1` gave AmpC det inh -1.6%.
